Assay outcomes deposited in PubChem by several laboratories.
hDAT+cocaine: modulates human dopamine transporter uptake under cocaine; 1.3% of 110,000 active; Q01959; LLC-PK1 hDAT cells, [14C]-dopamine uptake with cocaine IC80; actives deviate in either direction; B-score at 10 µM;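 active means Z score or B-score, a plate-position-corrected score, falls beyond the plate's 99.7% confidence bounds, in either direction; inactive means both scores lie inside the 99.7% bounds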;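 further: scored against the spread of the other compound wells on the same plate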
CYP2C9 inh: inhibitors of human CYP2C9. P11712. CYP2C9 Supersomes, luciferin-H conversion, luminescence. inhibition, % at 5 µM. 20% of 96,000 active. AID 777;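 active means blocking of liver enzyme CYP2C9 beyond about 50% at 5 µM, limit read from the data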; further: values of inactives mirror those of a sister screen read the other way
Target sequence (P11712 whole entry, looked up): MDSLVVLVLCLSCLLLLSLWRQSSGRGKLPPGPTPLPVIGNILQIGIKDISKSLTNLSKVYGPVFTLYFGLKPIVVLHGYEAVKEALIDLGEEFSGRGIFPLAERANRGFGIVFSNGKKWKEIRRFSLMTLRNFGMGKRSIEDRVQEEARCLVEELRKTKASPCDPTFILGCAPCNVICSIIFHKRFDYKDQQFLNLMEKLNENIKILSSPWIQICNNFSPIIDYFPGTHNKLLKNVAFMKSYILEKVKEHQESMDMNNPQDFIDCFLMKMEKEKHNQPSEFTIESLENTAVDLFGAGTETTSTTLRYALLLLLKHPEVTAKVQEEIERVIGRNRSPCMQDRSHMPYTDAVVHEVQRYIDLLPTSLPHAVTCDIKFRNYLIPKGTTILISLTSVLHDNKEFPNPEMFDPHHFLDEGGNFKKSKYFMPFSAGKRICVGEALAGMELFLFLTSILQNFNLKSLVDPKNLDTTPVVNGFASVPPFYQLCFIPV
CYP2C19 inh: inhibitors of human CYP2C19; P33261; CYP2C19 Supersomes, luciferin-H EGE luminescence, 30 min; inhibition, % at 5 µM; 21% of 96,000 active;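 active means CYP2C19 inhibition above a set limit at 5 µM in the primary screen, cut at about 50% in these data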;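 further: plate controls were negative control wells for no effect and 2.5 mM tranylcypromine positive control for full effect; values of inactives mirror those of a sister screen read the other way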
VCAM1 TNFa inh: reduces TNF alpha induced VCAM1 expression in HUVEC; HUVEC TNFa-induced VCAM-1 immunofluorescence, high-content imaging; inhibition, % at 2 µM; 0.48% of 95,000 active; AID 802;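 active means inhibition above the batch mean plus 3 SD, with images confirmed as a hit by eye, cut at about 37% in these data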;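 further: 0% = TNF-stimulated DMSO wells and 100% = unstimulated control wells; not every result past the cut was called active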
Calb biofilm kill: kills Candida albicans biofilms | 0.14% of 85,000 active | C. albicans biofilm + clotrimazole, Alamar Blue | inhibition, % at 6 µM | AID 834;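 active means inhibition above 20%; inactive means inhibition below 20%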;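 further: preformed 24 hr biofilms exposed to compound for 48 hr; 0% = biofilm without compound and 100% = blank killed by clotrimazole plus chlorhexidine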
CYP2C19 activ: increases human CYP2C19 enzyme activity | P33261 | recombinant CYP2C19, luciferin-H EGE luminescence; active compounds read high; 0 = fully inhibited enzyme, 1 = untreated enzyme | activation factor at 5 µM | 96,000 tested, under 10 active | AID 1025;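 active means activation factor of at least 2 at 5 µM in the primary screen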;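 further: 0 = wells with 2.5 mM tranylcypromine and 1 = vehicle-only wells; values of inactives mirror those of a sister screen read the other way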
CYP2C9 act: activators of human CYP2C9. recombinant CYP2C9, luciferin-H conversion, luminescence; active compounds read high; factor 1 = untreated enzyme, 0 = blocked. P11712. activation factor at 5 µM. AID 1024. 1.4% of 96,000 active;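 active means activation factor of 2 or more for CYP2C9 at a 5 µM dose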;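 further: 0 = sulfaphenazole-blocked wells and 1 = vehicle-only wells; values of inactives mirror those of a sister screen read the other way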
IL1B cytotox: toxic to HUVEC cells under IL-1B stimulation; HUVEC cell count loss, Hoechst imaging, IL-1B stimulated; cell count reduction, % at 2 µM; 0.41% of 94,000 active;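 active means cell count reduction more than 3 SD above the screen-wide mean, cut at about 70% in these data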;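 further: normalized per plate to untreated control cells as the no-loss baseline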
TNFa cytotox: toxic to HUVEC cells under TNF alpha stimulation. HUVEC TNFalpha-stimulated, Hoechst cell count, imaging. cell count reduction, % at 2 µM. 0.17% of 93,000 active;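 active means cell count reduction exceeding the screen mean by over 5 SD, scaled to untreated wells per plate, cut at about 78% in these data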;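 further: cells counted after 24 h of TNF alpha exposure following the 1 h pretreatment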
Active calls of the source: *; nt = no result given.

Letters: A = hDAT+cocaine; B = CYP2C9 inh; C = CYP2C19 inh; D = VCAM1 TNFa inh; E = Calb biofilm kill; F = CYP2C19 activ; G = CYP2C9 act; H = IL1B cytotox; I = TNFa cytotox
> Cc1c(C(=O)N2CCC(C)CC2)sc2ncnc(N3CCN(c4ccccc4)CC3)c12
  A = nt | B = 95* | C = 66* | D = 0 | E = nt | F = 0.3 | G = 0.1 | H = -6 | I = -8
> CCOC(=O)Cc1c(C)nc2c(C#N)c[nH]n2c1=O
  A = -0.81 | B = 3 | C = 25 | D = 5 | E = 1 | F = 0.7 | G = 1 | H = -21 | I = -8
> CC(C)Cc1nc(NCCN2CCOCC2)c(C#N)c2c1COC(C)(C)C2
  A = 0.29 | B = 79* | C = 88* | D = -4 | E = 1 | F = 0.1 | G = 0.2 | H = -14 | I = 12
> CCCCc1ccc(C2C(C#N)=C(N)SC(N)=C2C#N)s1
  A = -1.3 | B = 99* | C = 68* | D = 17 | E = 3 | F = 0.3 | G = 0 | H = -25 | I = -20
> CC(C)(C)C1CCC2(CC1)SCC(=O)N2c1ccccc1 (stereo unspecified)
  A = -1.2 | B = 1 | C = 20 | D = 16 | E = -1 | F = 0.8 | G = 1 | H = 15 | I = -10
> Cc1ccccc1C(=O)NNC(=O)c1ccc(F)cc1
  A = nt | B = -14 | C = 62* | D = 11 | E = nt | F = 0.4 | G = 1.1 | H = -15 | I = -4
> COc1cccc(-n2c(Cc3cc(=O)[nH]c(=O)[nH]3)nnc2SCC(=O)N2CCCC2)c1
  A = -0.2 | B = 7 | C = 20 | D = -26 | E = 5 | F = 0.8 | G = 0.9 | H = 23 | I = -35
> O=c1[nH]c(Nc2ccccc2)cc2ccccc12
  A = -0.37 | B = 13 | C = 44 | D = -9 | E = 8 | F = 0.6 | G = 0.9 | H = 3 | I = -46
> CC(C)OCCCNC(=O)c1ccc(Br)cc1
  A = -0.79 | B = -8 | C = 13 | D = 16 | E = 1 | F = 0.9 | G = 1.1 | H = -22 | I = 46
> Fc1ccc(COc2ccc(/C=N/n3cnnc3)cc2)cc1
  A = -0.022 | B = 92* | C = 92* | D = 0 | E = 9 | F = 0.1 | G = 0.1 | H = -35 | I = -9
> Cc1ccc(C)c(N(CC(=O)NC2CCCC2)C(=O)c2cc3cc4cccc(C)c4nc3s2)c1
  A = 0.47 | B = 96* | C = 18 | D = 0 | E = nt | F = 0.8 | G = 0 | H = -26 | I = -2
> C#CCOC(=O)CCC(=O)Nc1cc(OC)nc(OC)n1
  A = 0.5 | B = 3 | C = -3 | D = 9 | E = 2 | F = 1 | G = 1 | H = -1 | I = -15
> O=C(CSC1=NC(=O)C(c2ccccc2)C(=O)N1)Nc1ccccc1Cl (stereo unspecified)
  A = 0.023 | B = 26 | C = -20 | D = 8 | E = 5 | F = 1.2 | G = 0.7 | H = 7 | I = 0
> O=C(CCCCCn1c(=S)[nH]c2cc3c(cc2c1=O)OCO3)N1CCN(Cc2ccccc2)CC1
  A = 0.098 | B = 70* | C = 46 | D = 6 | E = 7 | F = 0.5 | G = 0.3 | H = -39 | I = 11
> CC1CCN(CCCNC(=O)c2coc3nc4ccccc4nc23)CC1
  A = -1.4 | B = 10 | C = 7 | D = -14 | E = nt | F = 0.9 | G = 0.9 | H = -14 | I = -7
> COc1ccc(NC(=O)c2ccco2)cc1NC(=O)c1c(F)c(F)c(OC)c(F)c1F
  A = 0.044 | B = 3 | C = -2 | D = 7 | E = 8 | F = 1 | G = 1 | H = -7 | I = -30
> CCC(C)c1c(O)nc(SCc2ccccc2)[nH]c1=O (stereo unspecified)
  A = 1.8 | B = -5 | C = -22 | D = 14 | E = 3 | F = 1.2 | G = 1.1 | H = -6 | I = -12
> Cc1cc(NC(=O)CSc2nnc(-c3ccncc3)n2N)ccc1Br
  A = -0.21 | B = 87* | C = 48 | D = 28 | E = 7 | F = 0.5 | G = 0.1 | H = 18 | I = 8
> Cc1nn2c(-n3ccnc3)c3c(nc2c1-c1ccccc1)CCC3
  A = 0.83 | B = 63* | C = 96* | D = 4 | E = 6 | F = 0 | G = 0.4 | H = -6 | I = -7
> Cc1ccc(OCC(=O)c2ccc3c(c2)CCCC3)cc1C
  A = 1.3 | B = -40 | C = 2 | D = 4 | E = nt | F = 1 | G = 1.4 | H = -34 | I = -7
> O=C1c2ccccc2C(Nc2ccccc2)N1c1cccnc1 (stereo unspecified)
  A = -0.5 | B = 14 | C = 70* | D = -10 | E = 12 | F = 0.3 | G = 0.9 | H = -15 | I = 1
> O=C(Nc1ccccc1N1CCN(C(=O)c2ccccc2)CC1)c1ccc2c(c1)OCO2
  A = -0.048 | B = 83* | C = 67* | D = 13 | E = 4 | F = 0.3 | G = 0.2 | H = 6 | I = -29
> Cc1cc(C)nc(N2CCC(CNC(=O)CCc3ccccc3)CC2)n1
  A = -0.23 | B = 22 | C = 19 | D = -23 | E = 9 | F = 0.8 | G = 0.8 | H = -31 | I = -24
> COC(=O)Cc1c(C)nc2nc(-c3ccc(C)cc3)[nH]n2c1=O
  A = 0.15 | B = 10 | C = -7 | D = 9 | E = 9 | F = 1.1 | G = 0.9 | H = -26 | I = 4
> N#Cc1cnn(Cc2ccccc2)c1/N=C/N1CCOCC1
  A = -0.82 | B = -3 | C = 11 | D = -6 | E = 1 | F = 0.9 | G = 1 | H = -23 | I = -25
> CCCN(CCC)C(=O)CCS(=O)(=O)c1cccc2nsnc12
  A = 0.32 | B = -8 | C = 14 | D = nt | E = 1 | F = 0.9 | G = 1.1 | H = nt | I = nt
> Cc1ccccc1OCCn1c(=O)oc2ccccc21
  A = -0.14 | B = 69* | C = 99* | D = -20 | E = -6 | F = 0 | G = 0.3 | H = -26 | I = -13
> COC(=O)c1c(-c2ccccc2)csc1NC(=O)c1ccco1
  A = -0.093 | B = 0 | C = 6 | D = 3 | E = 0 | F = 0.9 | G = 1 | H = 17 | I = 8
> O=C(CCS(=O)(=O)Cc1ccccc1F)N1CCc2ccccc2C1
  A = nt | B = 6 | C = 20 | D = 4 | E = 2 | F = 0.8 | G = 0.9 | H = -19 | I = -24

Two entries from above, as labelled records:
Cc1cc(C)nc(N2CCC(CNC(=O)CCc3ccccc3)CC2)n1
  hDAT+cocaine: -0.23; CYP2C9 inh: 22; CYP2C19 inh: 19; VCAM1 TNFa inh: -23; Calb biofilm kill: 9; CYP2C19 activ: 0.8; CYP2C9 act: 0.8; IL1B cytotox: -31; TNFa cytotox: -24
COC(=O)Cc1c(C)nc2nc(-c3ccc(C)cc3)[nH]n2c1=O
  hDAT+cocaine: 0.15; CYP2C9 inh: 10; CYP2C19 inh: -7; VCAM1 TNFa inh: 9; Calb biofilm kill: 9; CYP2C19 activ: 1.1; CYP2C9 act: 0.9; IL1B cytotox: -26; TNFa cytotox: 4

One compound at a time, from the list above. Screens in order: hDAT+cocaine	CYP2C9 inh	CYP2C19 inh	VCAM1 TNFa inh	Calb biofilm kill	CYP2C19 activ	CYP2C9 act	IL1B cytotox	TNFa cytotox
Listed for COc1ccc(NC(=O)c2ccco2)cc1NC(=O)c1c(F)c(F)c(OC)c(F)c1F = 0.044	3	-2	7	8	1	1	-7	-30
Listed for N#Cc1cnn(Cc2ccccc2)c1/N=C/N1CCOCC1 = -0.82	-3	11	-6	1	0.9	1	-23	-25
Listed for O=C1c2ccccc2C(Nc2ccccc2)N1c1cccnc1 (stereo unspecified) = -0.5	14	70*	-10	12	0.3	0.9	-15	1
Listed for COC(=O)Cc1c(C)nc2nc(-c3ccc(C)cc3)[nH]n2c1=O = 0.15	10	-7	9	9	1.1	0.9	-26	4
